# High-throughput results (PubChem BioAssay)
# MsrA inh – bovine MsrA inhibition; inhibition, % at 15.5 µM; purified bovine MsrA, absorbance read-out; AID 651718; 360,000 compounds, 0.75% hits; in the data active means inhibition above about 4.5%;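 further: 0% = vehicle wells with enzyme and 100% = reference inhibitor wells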
# Scp-1 inhibitor – Scp-1 (human) phosphatase inhibition; Recombinant Scp1, phosphopeptide, malachite green phosphate absorbance; 340,000 compounds, 0.88% hits; inhibition, % at 20 µM; AID 493091; Q9GZU7;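 active means inhibition above about 50% at 20 µM, limit read from the data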;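 further: plate controls were DMSO wells with enzyme for no effect and wells lacking enzyme for full effect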
# Target sequence (Q9GZU7 76-261 limits assumed): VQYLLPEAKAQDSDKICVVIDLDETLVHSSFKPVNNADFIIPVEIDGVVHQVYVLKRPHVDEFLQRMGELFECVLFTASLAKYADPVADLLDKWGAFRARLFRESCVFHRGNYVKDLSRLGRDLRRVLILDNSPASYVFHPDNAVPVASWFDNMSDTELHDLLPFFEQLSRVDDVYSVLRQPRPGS
#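 Test system: SCP-1 phosphatase catalytic domain, residues 76-261 | Compound dosing: One concentration, 20 µM, with 1.0% DMSO | Schedule: 45 min room-temperature reaction, 5 min colour, 30 min stabiliser | Detection: Absorbance at 630 nm | Read-out basis: % inhibition of SCP-1 phosphate liberation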
# Rpn11 inh – Rpn11 (human) deubiquitinase inhibition; human 26S proteasome, Ub4-pepOG fluorescence polarization; 20S core pre-blocked with epoxomicin; calls only at 20 µM; AID 588493; 360,000 compounds, 0.59% hits;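 active means inhibition at 20 µM, scaled to each plate's controls, above about 33%, limit read from the data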
# STEP inh – blocks human striatal-enriched tyrosine phosphatase; recombinant STEP, OMFP fluorogenic substrate, fluorescence; inhibition, % at 20 µM; 360,000 compounds, 0.25% hits; AID 588621;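 active means inhibition at 20 µM, scaled per plate between control wells, above about 37%, limit read from the data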;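 further: 0% = DMSO with enzyme and substrate and 100% = substrate only without enzyme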
# Target sequence (P54829 whole entry, looked up): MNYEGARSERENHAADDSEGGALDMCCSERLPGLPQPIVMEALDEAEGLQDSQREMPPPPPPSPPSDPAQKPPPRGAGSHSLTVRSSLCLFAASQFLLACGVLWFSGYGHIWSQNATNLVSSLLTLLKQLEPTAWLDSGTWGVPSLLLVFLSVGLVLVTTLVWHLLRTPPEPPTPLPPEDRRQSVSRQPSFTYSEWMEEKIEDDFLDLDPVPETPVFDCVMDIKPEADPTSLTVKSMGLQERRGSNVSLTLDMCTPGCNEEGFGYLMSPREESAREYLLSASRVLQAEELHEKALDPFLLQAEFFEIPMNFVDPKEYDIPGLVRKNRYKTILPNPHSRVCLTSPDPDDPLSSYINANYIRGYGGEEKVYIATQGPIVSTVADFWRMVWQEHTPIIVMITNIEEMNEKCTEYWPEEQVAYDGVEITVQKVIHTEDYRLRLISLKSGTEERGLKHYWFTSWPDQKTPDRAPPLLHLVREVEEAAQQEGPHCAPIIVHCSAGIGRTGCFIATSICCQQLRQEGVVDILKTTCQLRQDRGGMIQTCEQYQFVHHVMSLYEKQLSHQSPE
#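 material = STEP tyrosine phosphatase | reagent = fluorogenic phosphatase substrate OMFP at 25 µM final | doses = single compound dose of 20 µM, 1% DMSO final | schedule = 20 min reaction, room temperature, in the dark | measured by = fluorescence, 480/540 nm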
# CSN inh – inhibitors of human CSN-mediated cullin deneddylation | Q92905 | Purified CSN, SCF-Nedd8-OG deneddylation, fluorescence polarization | inhibition, % at 12.5 µM | AID 651999 | 360,000 compounds, 0.38% hits;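 active means pattern-corrected inhibition above about 35%, with an unprinted fluorescence ratio check between 0.5 and 1.5, limit read from the data, passing the limit was not always enough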;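 further: 0% = enzyme with substrate and 100% = substrate without enzyme; some results filed as inactive read as strong as hits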
#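 Detection – fluorescence polarization · System – HEK293T-derived human Csn5 enzyme · Controls – substrate-only high control, full reaction low control · Timing – 90 min, room temperature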
# NadD block – NadD (S. aureus) enzyme inhibition. purified NadD enzyme, colorimetric absorbance read-out. 360,000 compounds, 0.78% hits. inhibition, % at 20 µM; in the data active means inhibition above about 26%; further: some compounds past the cut are filed as inactive
# LMPTP block – blocks human LMPTP phosphatase; P24666; recombinant LMPTP-A, OMFP fluorogenic substrate, fluorescence intensity; inhibition, % at 20 µM; 360,000 compounds, 0.22% hits;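 active means compounds that cut the enzyme signal by at least half of the control window in the single-dose screen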;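 further: plate controls were DMSO wells with enzyme plus substrate for no effect and substrate without enzyme for full effect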
# Target sequence (P24666 whole entry, looked up): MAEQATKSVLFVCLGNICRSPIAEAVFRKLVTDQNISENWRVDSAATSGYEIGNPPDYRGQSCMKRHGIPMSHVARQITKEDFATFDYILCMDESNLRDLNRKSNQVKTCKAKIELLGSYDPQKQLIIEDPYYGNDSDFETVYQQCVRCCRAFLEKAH
#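 Material: LMPTP-A; amount: 0.625 nM enzyme; doses: single 20 µM dose; times: reaction 50 min, room temperature, dark; technique: fluorescence intensity of OMFP turnover product; benchmarks: no-enzyme and uninhibited controls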
# SUMO1-SIM PPI – SUMO1-SIM interaction modulation. P63165. inhibition, % at 20 µM. 360,000 compounds, 0.33% hits. SUMO1 binding to a labelled peptide, TR-FRET, 1 h; in the data active means inhibition above about 37%
# Target sequence (P63165 whole entry, looked up): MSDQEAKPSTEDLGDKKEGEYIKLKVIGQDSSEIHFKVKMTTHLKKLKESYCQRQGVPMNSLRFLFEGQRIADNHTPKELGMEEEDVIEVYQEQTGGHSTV
# DNMT1 inh – blocks human DNA methyltransferase DNMT1 | P26358 | DNMT1 molecular beacon, Hinp1I cleavage, fluorescence | inhibition (reported as % activation of signal), % at 10 µM | 360,000 compounds, 0.83% hits; in the data active means inhibition above about 50%
# Tb MetRS inh – Trypanosoma brucei MetRS inhibition; inhibition, % at 11.9 µM; purified T. brucei MetRS, ATP depletion, Kinase-Glo luminescence; 360,000 compounds, 0.4% hits;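 active means inhibition above a per-plate cutoff of the control wells' mean inhibition plus 3 SD, cut at about 5.5% in these data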;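 further: 0% = DMSO wells median and 100% = median of wells with control inhibitor compound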
#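 Material – parasite MetRS enzyme · Medium – HEPES-MgCl2-KCl buffer plus DTT, spermine, BSA, pyrophosphatase · Reagent – ATP, methionine and E. coli bulk tRNA substrates · Times – 15 min enzyme-compound preincubation, 2 h reaction, 10 min detection, 25 °C · Measured by – luminescence of leftover ATP · Evaluation – percent inhibition relative to median high and low control wells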
# * = called active by the depositor; i = inactive; . = no result given; & = joins results of further samples.
# Values run as follows: MsrA inh	Scp-1 inhibitor	Rpn11 inh	STEP inh	CSN inh	NadD block	LMPTP block	SUMO1-SIM PPI	DNMT1 inh	Tb MetRS inh
> CC12CCC(C(=O)NC3CCCCC3)([C@H](Br)C1=O)C2(C)C (stereo partly drawn)
 : -1.1	-11	i	2	4	5	-0.9	4	2	0.4
> CC(C)CCNC(=O)CN(C(=O)CCC(=O)Nc1ccccn1)c1ccc(F)c(Cl)c1
 : 0.3	-4	i	3	-4	-10	0.2	2	3	-0.6
> Cn1c(SCC(=O)c2c(N)n(C)c(=O)n(C)c2=O)nnc1-c1ccccc1F
 : 0.3	-7	i	6	5	2	0.7	5	-1	-0.3
> COc1cc(OC)nc(Oc2cccc(Cl)c2C)n1
 : -1.4	-11	i	-2	-2	-8	1.1	0	5	0.3
> CC1(C)NC(=O)N(CC(O)Cn2c3ccccc3c3ccccc32)C1=O (stereo not drawn)
 : -1.0	-4	i	-1	-1	-4	2.9	-2	5	-0.6
> Cc1ccc(-c2nnc3ccc(SCC(=O)Nc4cc(C)on4)nn23)cc1
 : -0.2	-3	i	2	4	-3	-0.4	-4	4	0.1
> O=C(NCCCO)C(=O)NCC(c1ccc2c(c1)OCO2)N1CCN(c2ccc(F)cc2)CC1 (stereo not drawn)
 : -1.3	-5	i	-1	2	2	-0.2	5	0	-0.2
> COc1ccccc1OCC(=O)Nc1ccc(S(=O)(=O)Nc2cc(C)nc(C)n2)cc1
 : 1.7	-8	i	0	-6	3	-1.0	1	3	-1.3
> CC1CCC(C(O)(C(=O)O)C2CCCCC2)CC1C (stereo not drawn)
 : 0.6	-3	i	-3	-1	1	0.1	3	2	-0.4
> CCOc1ccc(CN2C(=O)c3ccccc3C2C(=O)NCC2CCCO2)cc1 (stereo not drawn)
 : 0.6	-1	i	0	5	-2	-0.1	3	2	-0.7
> COc1ccc(/C=N/NC(=O)c2[nH]c(C)c(C(=O)N/N=C/c3ccc(OC)cc3)c2C)cc1
 : 4.9*	-10	i	0	-2	17	-0.7	0	-7	-0.3
> O=C(Nc1ccc2c(c1)OCCO2)C1c2ccccc2OCC(=O)N1Cc1ccco1 (stereo not drawn)
 : 0.8	.	.	.	-2	3	-0.7	-6	.	-0.3
> CS(=O)(=O)N1CCc2cc(C(=O)Nc3ccccc3Br)ccc21
 : -0.5	-7	i	1	5	-8	0.4	-1	0	-0.5
> COc1ccc(-c2cn(-c3ccccc3)c(=S)[nH]2)cc1OC
 : -0.3	-1	i	1	-5	1	0.3	4	-7	-1.5
> CC(C)C[C@@H](CNCC(=O)[C@H](Cc1c[nH]c2ccccc12)NC(=O)c1[nH]cnc1C(=O)N[C@H](CN)CC(C)C)NC(=O)c1nc[nH]c1C(=O)N[C@@H](CC(=O)O)C(=O)O
 : -0.5	13	i	2	0	31*	-1.8	24	6	6.8*
> O=C(CC[C@H]1O[C@@H](n2cnc3c(NC(=O)c4ccccc4)ncnc32)[C@H](O)[C@@H]1O)NCc1ccco1
 : 0.4	.	i	-3	-4	-4	-9.6	5	0	0.1
> Cc1ccc(S(=O)(=O)NNC(=O)c2sc3nc(C)cc(C)c3c2-n2cccc2)cc1
 : 1.7	0	i	1	4	7	-0.4	0	2	0.0
> COC(=O)c1sc(NC(=O)CN2CCN(c3cccc(Cl)c3)CC2)c(C(=O)OC)c1C
 : -1.1	2	i	2	5	6	-0.7	1	0	-0.4
> Cc1ccc(NC(=O)COC(=O)c2cccnc2)c(C)c1
 : 0.6	-5	i	-3	-2	-5	-1.0	8	-1	-0.4
> Cc1cc(C)c(-c2csc(NC(=O)C3=COCCO3)n2)cc1C
 : 1.0	-2	i	2	2	1	4.2	5	0	-0.3
> CC(c1ccccn1)C(C)(O)C(C)c1ccccn1 (stereo not drawn)
 : 1.8	-12	i	-3	2	-7	-1.1	2	0	-0.2
> COc1ccccc1Nc1nc(-c2sc(N)nc2C)cs1
 : 0.0	-2	i	0	5	19	1.9	12	-22	-1.1
> Cc1ccc(N(O)C(C)(C)C)cc1
 : 0.4	-3	i	-4	-2	0	0.5	-1	-4	-0.2
> O=S(=O)(Nc1cccc(-c2cn3cccnc3n2)c1)c1ccc(F)cc1
 : 2.1	1	i	-6	0	1	-0.6	-1	7	-0.5
> CC(C)C1NCCc2c1sc1ccccc21 (stereo not drawn)
 : -0.6	-4	i	-2	-1	-9	-0.6	3	-2	-0.6
> CCN1C(=O)[C@H]2[C@@H](c3ccc(-c4ccc(Cl)c(Cl)c4)cc3)N3CCCC[C@@]3(C(=O)OC)[C@H]2C1=O
 : 1.0	-14	i	-2	3	8	2.8	5	-5	-0.4
> NC(=O)CC(NC(=O)c1cccc(Br)c1)c1ccc(N2CCC(N3CCCC3)CC2)c([N+](=O)[O-])c1 (stereo not drawn)
 : 0.7	-14	i	-3	-3	-10	4.7	-45	-14	0.0
> CSc1ccc(NC(=O)C(C)N2CCN(C)CC2)cc1 (stereo not drawn)
 : 0.1	-4	i	0	0	2	-1.8	-4	1	-0.7
> COc1ccc(CCNC(=O)CN(c2ccc(OC)c(OC)c2)S(C)(=O)=O)cc1OC
 : -0.4	-5	i	-1	2	2	-0.5	3	-3	-0.9
> COc1ccccc1C(=O)Nc1ccc(-c2nnn(CC(=O)N3CCN(C(=O)c4ccco4)CC3)n2)cc1
 : 0.3	-9	i	-1	-2	-2	1.6	3	-3	0.2
> CCC(C)(C)NC(=O)CN(Cc1cccs1)C(=O)CCC(=O)Nc1nccs1
 : 0.2	-3	i	-4	0	0	-1.3	-3	1	-0.3
> Cc1nc2ccccc2n1/N=C/c1ccc([N+](=O)[O-])o1
 : 0.8	4	i	-1	-2	-3	-0.5	-21	-3	-1.4
> [O-][n+]1cc(Cl)cc(Cl)c1
 : -0.3	.	i	0	-4	-1	-1.0	0	-1	0.1
> CCCN1CCN(C(=S)Nc2ccc(S(N)(=O)=O)cc2)CC1
 : -0.7	-1	i	4	5	2	-0.9	-2	0	-0.8
> Cc1cccc(Nc2nnc(SC3CCOC3=O)s2)c1C (stereo not drawn)
 : -0.1	-7	i	0	-9	3	2.0	-1	1	0.0
> O=C(NCC1CCCN1S(=O)(=O)c1cccs1)C(=O)Nc1ccc(F)cc1F (stereo not drawn)
 : -0.1	-3	i	1	2	-4	-1.2	-4	-3	-0.2
> CC(C)Cn1c(CN2CCCCC2C)nc2c1c(=O)n(C)c(=O)n2C (stereo not drawn)
 : 0.2	-12	i	-1	-10	-8	-0.7	-2	0	-0.8
> CS(=O)(=O)c1ccc(Oc2ccc(-c3nnco3)cc2)c([N+](=O)[O-])c1
 : -0.4	-8	i	1	-1	2	-0.1	-25	-1	-0.3
> COc1ccc(CCNC(=O)CSc2ccc(-c3cccs3)nn2)cc1OC
 : -0.8	4	i	0	-3	-2	-1.0	-7	0	0.9
> Cc1ccc(-c2cccc(C3CC=CC4C3C(=O)N(Cc3ccccc3)C4c3ccc(C(F)(F)F)cc3)c2)cc1 (stereo not drawn)
 : 0.5	-3	i	7	5	20	1.9	5	10	0.2

# A different layout for part of the listing above.
COc1ccc(-c2cn(-c3ccccc3)c(=S)[nH]2)cc1OC
  MsrA inh: -0.3; Scp-1 inhibitor: -1; Rpn11 inh: i; STEP inh: 1; CSN inh: -5; NadD block: 1; LMPTP block: 0.3; SUMO1-SIM PPI: 4; DNMT1 inh: -7; Tb MetRS inh: -1.5

O=C(NCCCO)C(=O)NCC(c1ccc2c(c1)OCO2)N1CCN(c2ccc(F)cc2)CC1 (stereo not drawn)
  MsrA inh: -1.3; Scp-1 inhibitor: -5; Rpn11 inh: i; STEP inh: -1; CSN inh: 2; NadD block: 2; LMPTP block: -0.2; SUMO1-SIM PPI: 5; DNMT1 inh: 0; Tb MetRS inh: -0.2

# More entries follow:
# Values run as follows: MsrA inh	Scp-1 inhibitor	Rpn11 inh	STEP inh	CSN inh	NadD block	LMPTP block	SUMO1-SIM PPI	DNMT1 inh	Tb MetRS inh
> CCOC(=O)C(=O)Nc1ccc(S(=O)(=O)Nc2nccs2)cc1
 : 0.6	-4	i	0	3	-2	-0.4	2	3	0.0
> O=C(C1CCN(S(=O)(=O)c2ccc(Cl)s2)CC1)N1CCN(c2ccccc2)CC1
 : -1.4	1	i	2	-3	-4	0.8	4	6	-0.3
> Cc1ccccc1CN(C)C[C@@H]1OCc2cnnn2CCCC(=O)N([C@@H](C)CO)C[C@H]1C
 : -1.1	.	i	1	1	10	-2.0	3	-2	-0.8
> Cc1ccc(OCc2nc(-c3ccccn3)n[nH]2)cc1
 : -1.8	-2	i	-3	4	4	-0.5	0	-3	-0.4
> Cn1cccc1Cc1nnc(SCC(=O)Nc2ccc(F)cc2)n1CCc1ccccc1
 : 1.5	0	i	1	3	-5	-0.1	5	-1	-0.1
> CN(CC(=O)NCc1ccccn1)S(=O)(=O)c1cc(Cl)ccc1Cl
 : -1.3	7	i	-1	0	0	-0.6	-1	1	-0.4
> Clc1ccc(SCCn2cncn2)cc1
 : -1.4	-4	i	1	-1	-3	0.3	-1	6	-0.5
> CC1CC(C)CN(C(=O)COC(=O)c2ccc3c(c2)C(=O)N(Cc2ccco2)C3=O)C1 (stereo not drawn)
 : -0.9	-5	i	2	-3	1	0.6	-25	-4	0.0
> COc1ccccc1NC(=O)C1CCN(C(=O)C2CC(=O)N(c3ccc(C)cc3)C2)CC1 (stereo not drawn)
 : -1.8	-1	i	-2	5	3	-0.9	7	0	1.2
> O=C1CN(C(=O)c2ccccn2)c2ccccc2N1
 : 1.6	-6	i	3	3	2	-2.6	2	4	0.2
> COCC(C)n1c(C)cc(C(=O)CN2C(=O)NC3(CCCCC3C)C2=O)c1C (stereo not drawn)
 : 0.8	0	i	4	0	2	0.3	0	4	0.3
> O=C(COC(=O)c1ccc(Cl)nc1)NCCC1=CCCCC1
 : 1.9	-5	i	1	4	-6	-2.5	0	-2	-0.6
> CCc1ccc(NC(=O)CCc2nc3cccnc3n2Cc2ccc(OC)cc2)cc1
 : 1.6	-7	i	3	-2	-3	0.6	-3	-3	-0.7
> CCCCOc1cc(C(=O)NCCN(CC)CC)c2ccccc2n1
 : 1.2&-1.6	-6&-3	i	1&-4	2&-4	-6&-8	6.7&-0.7	-1&6	1&-3	-0.5&-0.8
> Cc1cc(-c2cccc([N+](=O)[O-])c2)nc2ccccc12
 : 1.2	-6	i	-1	1	-1	1.2	-17	-4	0.9
> CCOC(=O)C[C@@H]1OC[C@H](CO)N1S(=O)(=O)c1ccc(C)cc1
 : 0.8	.	.	.	-2	.	-1.7	-7	.	-1.3
> CN(C)c1ccc(C(=O)NCc2ccc3c(c2)OCO3)cc1
 : 0.4	-3	i	2	0	7	-0.4	-3	6	0.5
